# High-throughput results from PubChem.
# Tcruzi prolif = T. cruzi proliferation inhibition | AID 624255 | inhibition, % at 8.34 µM | 5.9% of 77,000 active | T. cruzi beta-gal in NIH3T3, GalScreen luminescence, 90 h;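 active = mean inhibition above about 93%, with at least 55% of replicates each passing it, limit read from the data, passing the limit was not always enough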
# C diff growth = inhibitors of Clostridium difficile growth. growth activity, negative = inhibition, % at 16 µg/mL (by protocol). Clostridium difficile clinical isolate growth, OD600, 24 h; hits give low values. AID 1259249. 0.25% of 86,000 active;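 active = mean growth activity at or below -80% and every replicate also at or below -80%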;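 also: 0% = DMSO wells and -100% = levofloxacin 16 µg/mL wells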
# KDM4C inh = blocks human GASC-1 (KDM4C) demethylase activity. GST-KDM4C 2-372, H3K9me3 peptide, LANCE TR-FRET. 0.15% of 96,000 active. Q9H3R0. inhibition, % at 12.5 µM;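 active = mean replicate inhibition above about 25%, with at least 55% of replicates also reaching it, limit read from the data, passing the limit was not always enough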
# Target sequence (Q9H3R0 2-372 limits assumed): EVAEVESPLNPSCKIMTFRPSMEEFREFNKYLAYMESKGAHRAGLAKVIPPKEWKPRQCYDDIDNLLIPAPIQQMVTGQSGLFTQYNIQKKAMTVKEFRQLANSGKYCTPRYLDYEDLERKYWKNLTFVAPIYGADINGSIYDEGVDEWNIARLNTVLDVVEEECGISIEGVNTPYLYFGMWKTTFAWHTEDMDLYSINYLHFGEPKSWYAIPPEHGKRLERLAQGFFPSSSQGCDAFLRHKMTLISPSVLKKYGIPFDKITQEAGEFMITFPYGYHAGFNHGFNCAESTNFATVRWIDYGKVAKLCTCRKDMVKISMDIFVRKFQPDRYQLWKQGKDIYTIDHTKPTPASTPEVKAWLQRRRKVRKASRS
#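 Test system – GST-tagged GASC-1 (JMJD2C) catalytic fragment, aa 2-372 · Medium – HEPES buffer, pH 7.5, plus ascorbate · Reagent – H3K9me3 peptide with Fe(II)/2OG · Compound – one test concentration per compound · Timing – 30 min reaction, 60 min detection, RT · Technique – TR-FRET with Eu antibody and ULight streptavidin, EDTA stop · Read-out basis – inhibition from TR-FRET ratio decrease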
# Pf Dd2 growth = blocks growth of Plasmodium falciparum Dd2 parasites | activity change, % at 10 µM | AID 1159554 | P. falciparum Dd2 growth, SYBR Green, 72 h; hits give low values | 2.3% of 94,000 active; in the data active = activity change below about -80%
# * marks the source's active call; other numbers are inactive results; . = not tested or not shown; & = joins results of further samples.
canonical_smiles,Tcruzi prolif,C diff growth,KDM4C inh,Pf Dd2 growth
C[C@H]1CCCCO[C@H](CN(C)S(=O)(=O)c2cccs2)[C@@H](C)CN([C@@H](C)CO)C(=O)c2cc(N(C)C)ccc2O1,32,1,2.9,.
Cc1noc(C)c1NC(=O)N(C)C[C@@H]1OCCCC[C@H](C)Oc2ccc(NS(=O)(=O)c3ccc(Cl)cc3)cc2C(=O)N([C@H](C)CO)C[C@@H]1C,-23,-3,-0.7,-54
C[C@H](CO)N1C[C@H](C)[C@H](CN(C)Cc2ccc(Oc3ccccc3)cc2)Oc2ccc(NC(=O)Nc3ccc4c(c3)OCO4)cc2C1=O,110*,18,-2.2,-3
CC(=O)N(C)C[C@H]1Oc2ncc(C#CC(C)(C)O)cc2C(=O)N([C@H](C)CO)C[C@@H]1C,54,2,0.6,12
Cc1ccc(S(=O)(=O)Nc2ccc3c(c2)CC(=O)N([C@@H](C)CO)C[C@H](C)[C@H](CN(C)Cc2ccc(C(=O)O)cc2)O3)cc1,1,.,-1.6,13
C[C@H](CO)N1C[C@H](C)[C@H](CN(C)C(=O)Nc2cccc3ccccc23)Oc2ccc(NC(=O)C3CCCCC3)cc2CC1=O,15,-4,-0.3,-1
C[C@H](CO)N1C[C@H](C)[C@@H](CN(C)C(=O)Cc2ccccc2)OCc2cnnn2CCCC1=O,-9&-20,-1,0.4,16&-7
Cc1noc(C)c1S(=O)(=O)Nc1ccc2c(c1)C(=O)N([C@@H](C)CO)C[C@@H](C)[C@@H](CN(C)C(=O)Nc1ccc(C(F)(F)F)cc1)O2,12,10,-1.2,-22
C[C@H](CO)N1C[C@H](C)[C@@H](CN(C)C(=O)Nc2ccc3c(c2)OCO3)Oc2ccc(NC(=O)C3CCCCC3)cc2CC1=O,6,-3,1.0,-6
C[C@H](CO)N1C[C@H](C)[C@@H](CN(C)Cc2ccc(C(=O)O)cc2)Oc2ncc(C3=CCCC3)cc2C1=O,-136,-3,4.5,11
Cc1noc(C)c1S(=O)(=O)N(C)C[C@H]1Oc2ccc(NS(=O)(=O)c3cn(C)cn3)cc2CC(=O)N([C@@H](C)CO)C[C@@H]1C,-2,16,1.1,-5
Cc1ccccc1-c1ccc([C@@H]2[C@H](CO)N3CCCCN(S(C)(=O)=O)C[C@@H]23)cc1,69,-13,1.2,5
Cc1noc(C)c1S(=O)(=O)Nc1cccc2c1O[C@@H](CN(C)S(C)(=O)=O)[C@@H](C)CN([C@@H](C)CO)C2=O,80,.,2.1,6
O=C(C[C@H]1CC[C@H]2[C@@H](COC[C@@H](O)CN2S(=O)(=O)c2ccccc2Cl)O1)NCc1ccccc1Cl,-1,.,-0.6,-1
Cc1ccc(S(=O)(=O)N2CC[C@@H]3[C@H](CO)Nc4ccc(C#Cc5cccc(F)c5)cc4[C@@H]32)cc1,71,-1,-0.5,-3
C[C@H](CO)N1C[C@H](C)[C@@H](CN(C)Cc2cncnc2)Oc2cc(C#C[C@@H](C)O)ccc2S1(=O)=O,7,2,1.2,31
C[C@H]1CN([C@@H](C)CO)S(=O)(=O)c2ccc(C3=CCCC3)cc2O[C@@H]1CN(C)C,-32,-2,0.3,2
COc1ccccc1S(=O)(=O)N[C@@H]1C=C[C@@H](CC(=O)NCc2cccc(F)c2)O[C@H]1CO,-7,3,0.1,4
CO[C@@H]1CN(C)C(=O)c2cc(NC(=O)C3CC3)ccc2OC[C@H](C)N(C(=O)c2ccncc2)C[C@@H]1C,10,.,4.3,27
O=C(C1CCCC1)N1CC2(C1)[C@H](c1ccccc1)[C@H](CO)N2Cc1ccccc1F,.,11,0.0,-25

# The closing two records of the section before open the next one:
canonical_smiles,Tcruzi prolif,C diff growth,KDM4C inh,Pf Dd2 growth
CO[C@@H]1CN(C)C(=O)c2cc(NC(=O)C3CC3)ccc2OC[C@H](C)N(C(=O)c2ccncc2)C[C@@H]1C,10,.,4.3,27
O=C(C1CCCC1)N1CC2(C1)[C@H](c1ccccc1)[C@H](CO)N2Cc1ccccc1F,.,11,0.0,-25
CCC(=O)Nc1ccc2c(c1)OC[C@H](C)N(C(=O)c1ccc(F)cc1)C[C@@H](C)[C@@H](OC)CN(C)C2=O,104*,.,1.7,4
CO[C@@H]1CN(C)C(=O)c2cc(NC(=O)c3ccccc3F)ccc2OC[C@H](C)N(C(C)=O)C[C@H]1C,54,.,0.6,-16
COc1cccc(NC(=O)C[C@H]2CC[C@@H]3[C@H](COc4ccc(NC(=O)C5CCOCC5)cc4C(=O)N3C)O2)c1,-9,-14,1.5,-5
C[C@H]1CN([C@@H](C)CO)C(=O)c2cc(NS(=O)(=O)c3cn(C)cn3)ccc2O[C@H]1CN(C)C,-3,1,2.6,2
C[C@H]1CN([C@@H](C)CO)C(=O)Cc2cc(NC(=O)CCC(F)(F)F)ccc2O[C@@H]1CN(C)S(=O)(=O)c1ccc(Cl)cc1,-1,1,1.3,-25
CCC(=O)N1C[C@@H](O)COC[C@H]2O[C@H](CC(=O)NC)CC[C@@H]21,-72,6&-2,2.3,11
C[C@H]1CN([C@@H](C)CO)C(=O)c2cc(NC(=O)Cc3cn(C)c4ccccc34)ccc2O[C@H]1CN(C)Cc1ccc(Cl)c(Cl)c1,-41,.,-1.8,1
CC(C)C(=O)Nc1ccc2c(c1)C(=O)N(C)[C@H]1CC[C@@H](CC(=O)NCC3CC3)O[C@H]1CO2,-15,-1,2.7,13
CO[C@@H]1CN(C)C(=O)c2ccc(NC(C)=O)cc2OC[C@H](C)N(C(=O)c2cnccn2)C[C@@H]1C,.,-7,-1.3,-16
CCC(=O)Nc1ccc2c(c1)C(=O)N(C)[C@@H]1CC[C@@H](CC(=O)NCCCN(C)C)O[C@H]1CO2,-1,-9,1.9,-20
COCC#Cc1cnc2c(c1)C(=O)N([C@@H](C)CO)C[C@@H](C)[C@@H](CN(C)C(=O)Cc1ccccc1)O2,49,-1,2.2,24
CNC[C@H]1Oc2ccc(NC(=O)Nc3c(C)noc3C)cc2C(=O)N([C@@H](C)CO)C[C@H]1C,-7,-4,-0.8,8
Cc1ccc(S(=O)(=O)N(C)C[C@@H]2Oc3c(NC(=O)C4CCOCC4)cccc3C(=O)N([C@@H](C)CO)C[C@@H]2C)cc1,-91,0,0.6,-14
Cc1noc(C)c1NC(=O)Nc1ccc2c(c1)C(=O)N([C@H](C)CO)C[C@H](C)[C@@H](CN(C)C(=O)Nc1ccc(C(F)(F)F)cc1)OCCCC[C@@H](C)O2,22,0,-1.2,-51
COCc1cn(CC[C@@H]2CC[C@@H](NC(=O)Nc3ccc4c(c3)OCO4)[C@@H](CO)O2)nn1,-41,6,0.9,8
CO[C@H](CN(C)S(=O)(=O)c1ccccc1)[C@H](C)CN(C(=O)Nc1ccccc1F)[C@H](C)CO,-5,.,1.2,1
N#C[C@H]1N[C@H](CO)[C@H]1c1ccc(C#Cc2ccc(F)cc2)cc1,101*,-8,-3.1,-1
CCCNC(=O)N1CC2(C1)CN(C(=O)CN1CCOCC1)[C@H](CO)c1[nH]c3cc(OC)ccc3c12,.,-9,.,11
COc1ccc(S(=O)(=O)N(C)C[C@H]2Oc3ccc(NS(=O)(=O)c4cn(C)cn4)cc3C(=O)N([C@H](C)CO)C[C@@H]2C)cc1,25,.,0.2,31
CO[C@@H]1CN(C)C(=O)c2ccc(NS(=O)(=O)c3ccc(C)cc3)cc2OC[C@H](C)N(C)C[C@H]1C,32,-1,1.4,.

# Additional results follow:
canonical_smiles,Tcruzi prolif,C diff growth,KDM4C inh,Pf Dd2 growth
COc1ccc(CN(C)C[C@@H]2OCCCC[C@H](C)Oc3ccc(NC(=O)NC4CCCCC4)cc3C(=O)N([C@@H](C)CO)C[C@@H]2C)cc1,77,1,-0.9,-48
CCCNC(=O)N1CC2(C1)[C@H](c1ccccc1)[C@@H](CO)N2CC1CC1,.,0,0.7,32
C[C@H]1CN([C@@H](C)CO)C(=O)Cc2cc(NC(=O)Nc3ccc4c(c3)OCO4)ccc2O[C@H]1CN(C)Cc1ccncc1,.,-1,2.5,-10
CCCC(=O)N1CCC2(CC1)CN(C(=O)CC1CC1)[C@H](CO)c1c2c2ccc(OC)cc2n1C,.,-1,-1.1,-36
C[C@H]1CN([C@@H](C)CO)C(=O)c2cc(C#Cc3ccccn3)cnc2O[C@@H]1CN(C)C(=O)c1ccccn1,62,0,1.5,44
C[C@@H]1CN([C@@H](C)CO)C(=O)Cc2cc(NS(=O)(=O)c3ccc(F)cc3)ccc2O[C@H]1CN(C)S(=O)(=O)c1ccc(Cl)cc1,-12,-6,-1.1,-68
C[C@H]1CN([C@@H](C)CO)C(=O)c2cc(C3=CCCCC3)cnc2O[C@@H]1CN(C)Cc1ccccc1F,2,-1,0.1,-37
O=C(N[C@H]1CC[C@H](CCNS(=O)(=O)c2cccc(Cl)c2)O[C@H]1CO)c1ccccc1,41,-7,-1.4,6
C[C@H](CO)N1C[C@H](C)[C@H](CN(C)CC2CCCCC2)Oc2ccc(NC(=O)Cc3ccccc3)cc2CC1=O,18,-7,0.4,13
CN(C)C(=O)c1ccc(-c2ccccc2[C@H]2[C@@H](C#N)N(C(=O)C3CC3)[C@@H]2CO)cc1,.,1,0.8,37
C[C@@H]1CN([C@H](C)CO)S(=O)(=O)c2ccc(C3=CCCC3)cc2O[C@@H]1CN(C)CC1CCOCC1,.,1,0.2,-20
C[C@H](CO)N1C[C@H](C)[C@H](CN(C)C(=O)Nc2cccc3ccccc23)Oc2c(NS(=O)(=O)c3ccccc3)cccc2C1=O,30,1,-1.9,-18
COc1ccc(NC(=O)N(C)C[C@@H]2OCCCC[C@@H](C)Oc3ccc(NS(=O)(=O)c4ccccc4)cc3C(=O)N([C@@H](C)CO)C[C@H]2C)cc1,82,4,0.3,2
CCNC(=O)C[C@@H]1CC[C@H]2[C@@H](COC[C@H](O)CN2C(=O)Nc2ccc3c(c2)OCO3)O1,40,.,3.1,-2
CCCN1[C@@H]2Cn3c(ccc(-c4cccnc4)c3=O)[C@H]1[C@@H](C(=O)NC1CCCC1)[C@@H]2CO,66,-2,-1.0,-3
O=C(c1ccc(F)cc1)N1CCCCN2[C@H](CO)[C@H](c3ccc(-c4ccc(F)cc4)cc3)[C@H]2C1,107*,33,.,-17
O=C(C[C@H]1CC[C@H]2[C@@H](COC[C@H](O)CN2Cc2nccs2)O1)N1CCC(Cc2ccccc2)CC1,75,-2&-9,1.3,.
O=C(N[C@H]1CC[C@H](CCNS(=O)(=O)c2ccc(F)cc2)O[C@@H]1CO)C1CCCC1,.,0,-3.7,28
C[C@H]1CN([C@@H](C)CO)C(=O)c2cc(N(C)C)ccc2O[C@@H]1CN(C)C(=O)Nc1ccc(F)cc1,-21,-2,15,0
C[C@H]1CN([C@@H](C)CO)C(=O)CCCn2nncc2CO[C@H]1CN(C)S(=O)(=O)c1cccc(F)c1,-26&-8,4,0.0,6&-18

# 5 compounds already listed, ordered by the number in Pf Dd2 growth, largest number first:
mol,Pf Dd2 growth
CCCNC(=O)N1CC2(C1)[C@H](c1ccccc1)[C@@H](CO)N2CC1CC1,32
O=C(N[C@H]1CC[C@H](CCNS(=O)(=O)c2ccc(F)cc2)O[C@@H]1CO)C1CCCC1,28
CCNC(=O)C[C@@H]1CC[C@H]2[C@@H](COC[C@H](O)CN2C(=O)Nc2ccc3c(c2)OCO3)O1,-2
CCCN1[C@@H]2Cn3c(ccc(-c4cccnc4)c3=O)[C@H]1[C@@H](C(=O)NC1CCCC1)[C@@H]2CO,-3
C[C@H]1CN([C@@H](C)CO)C(=O)c2cc(C3=CCCCC3)cnc2O[C@@H]1CN(C)Cc1ccccc1F,-37

# Remaining list, next part.
canonical_smiles,Tcruzi prolif,C diff growth,KDM4C inh,Pf Dd2 growth
C[C@@H]1CN([C@H](C)CO)C(=O)c2cc(-c3ccccc3F)cnc2O[C@@H]1CN(C)Cc1cccc(C(=O)O)c1,32,7,-0.2,36
COc1ccc(NC(=O)Nc2ccc3c(c2)CC(=O)N([C@@H](C)CO)C[C@H](C)[C@@H](CN(C)S(=O)(=O)c2ccc(Cl)cc2)O3)cc1,2,-11,-0.1,-7
O=C(c1ccccn1)N1CC(=O)N2[C@H](CO)[C@@H](c3ccc(C#Cc4ccccc4)cc3)[C@@H]2C1,.,3,-1.6,-27
COCC(=O)N(C)C[C@@H]1Oc2cc(C3=CCCC3)ccc2S(=O)(=O)N([C@@H](C)CO)C[C@H]1C,.,-1,-0.5,3
CCNC(=O)[C@@H]1[C@@H](CO)[C@@H]2Cn3c(ccc(-c4ccc(F)cc4)c3=O)[C@H]1N2C(=O)C1CC1,31,-3,-2.6,-3
COc1cccc(NC(=O)N2CC3(C2)[C@H](c2ccccc2)[C@@H](CO)N3C(=O)C2CCCC2)c1,.,-1,-0.5,-2
CCCNC(=O)N(C)C[C@@H]1Oc2cc(-c3ccncc3)ccc2S(=O)(=O)N([C@@H](C)CO)C[C@@H]1C,30,-2,1.3,0
C[C@H]1CN([C@@H](C)CO)C(=O)c2cc(C#Cc3ccc(F)cc3)cnc2O[C@H]1CN(C)CC1CCOCC1,-2,5,0.1,-28
